Source: PubChem
SIAE primary: human SIAE inhibition, primary screen. actives 0.69% (n = 370,000). inhibition, % at 9.66 µM. AID 1053197. Q9HAT2. SIAE FP-Rh probe binding, fluorescence polarization;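 active = inhibition above a cutoff: mean of compounds within the control limits plus 3 SD of those, cut at about 17% in these data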;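 also: 0% = plate median of compound wells and 100% = probe without SIAE protein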
Target sequence (Q9HAT2 whole entry, looked up): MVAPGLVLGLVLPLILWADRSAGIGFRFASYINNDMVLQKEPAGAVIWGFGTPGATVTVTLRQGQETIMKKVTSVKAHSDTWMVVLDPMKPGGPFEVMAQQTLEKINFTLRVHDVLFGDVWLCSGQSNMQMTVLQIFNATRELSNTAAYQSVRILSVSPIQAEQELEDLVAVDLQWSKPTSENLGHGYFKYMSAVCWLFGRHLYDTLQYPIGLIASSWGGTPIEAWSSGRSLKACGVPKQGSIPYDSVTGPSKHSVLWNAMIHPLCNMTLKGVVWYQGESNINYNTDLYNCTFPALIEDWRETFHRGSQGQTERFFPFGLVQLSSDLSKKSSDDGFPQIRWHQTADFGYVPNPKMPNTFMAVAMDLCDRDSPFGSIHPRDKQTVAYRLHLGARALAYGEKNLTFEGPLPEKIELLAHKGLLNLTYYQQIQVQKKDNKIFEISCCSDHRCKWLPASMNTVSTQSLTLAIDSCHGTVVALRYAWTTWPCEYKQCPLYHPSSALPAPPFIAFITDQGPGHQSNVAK
TDP2 inh: blocks human TDP2 phosphodiesterase activity; O95551; recombinant TDP2, T5PNP hydrolysis, p-nitrophenol absorbance 415 nm; inhibition, % at 12.8 µM; actives 0.34% (n = 370,000);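 active = inhibition above the mean of all tested compounds plus 3 SD, set per campaign, cut at about 25% in these data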;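 also: 0% = DMSO with enzyme and 100% = buffer with substrate but no TDP2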
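Evaluation: % inhibition relative to enzyme-containing and enzyme-free wells. Material: recombinant human TDP2. Benchmarks: enzyme-free and DMSO wells. Timing: enzyme reaction with compound for 2 h at 37 °C. Compound dosing: 12.8 µM only. Measured by: p-Nitrophenol epi absorbance. Reagent: T5PNP substrate at 5 mM, a TopII-DNA adduct mimic. Replication: single well per compound.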
Tn7 DDE FP: inhibitors of Tn7 peptide binding to human fibrin DD(E) | P02675 | FP displacement of FITC-Tn7 peptide from fibrin DD(E); 0% = median of compound wells per plate | inhibition, % at 8.3 µM | actives 0.13% (n = 370,000) | AID 720508;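 active = inhibition above the mean of compounds falling within the control limits plus 3 SD of them, cut at about 14% in these data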;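 also: 0% = plate median of compound wells and 100% = 10 µM Aha-Tn7 peptide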
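Assay system: Human clot-derived fibrin DD(E) complex | Buffer or medium: Tris/NaCl/CaCl2 buffer, pH 7.8 | Repeats: One replicate per compound | Benchmarks: Aha-Tn7 high control | Measure: % inhibition scaled between sample-field median and high-control FP | Schedule: 10 min plus 3 h, room temperature | Signal: Fluorescence polarization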
ARFGAP1 inh: rat ARFGAP1 inhibition | inhibition, % at 16.5 µM | AID 651572 | Arfgap1-stimulated ARF1 GTP hydrolysis, GDP FP detection | Q62848 | actives 0.26% (n = 360,000);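 active = inhibition above a per-plate limit, mean inhibition of low control wells plus 3 SD, cut at about 25% in these data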;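 also: 0% = DMSO wells with enzyme and 100% = wells lacking Arfgap1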
Target sequence (Q62848 1-136 limits assumed): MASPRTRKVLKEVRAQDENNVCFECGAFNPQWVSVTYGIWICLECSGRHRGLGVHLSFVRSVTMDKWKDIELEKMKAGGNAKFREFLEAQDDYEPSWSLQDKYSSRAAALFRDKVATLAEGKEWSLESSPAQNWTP
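System: truncated rat Arfgap1 GAP domain / Benchmarks: high control wells lacking Arfgap1, low control full reaction with DMSO / Times: compound-enzyme preincubation 20 min, reaction 120 min, detection 60 min, 25 °C / Repeats: one replicate per compound / Also added: human ARF1(Δ1-17)-GTP substrate / Measured by: Tracer-displacement fluorescence polarization with EDTA stop, 620/688 nm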
ADAM17 inh: ADAM17 inhibition, QFRET primary screen. inhibition, % at 6.95 µM. actives 0.83% (n = 370,000). recombinant ADAM17, EDANS/DABCYL FRET peptide cleavage. AID 720648. P78536;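 active = inhibition above the mean of compounds lying between control limits plus 3 SD, set per campaign, cut at about 8.5% in these data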;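 also: 0% = DMSO-only wells as the low control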
PLC-beta3 inh: inhibitors of human phospholipase C beta3 | actives 0.18% (n = 370,000) | AID 720704 | inhibition, % at 12.2 µM | Purified PLC-beta3, fluorogenic substrate, fluorescence | Q01970; in the data active = inhibition above about 11%;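 also: 0% = median of compound wells on plate and 100% = full blocker control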
PLCg1 inh: blocks human PLC-gamma1 enzyme activity; purified PLC-gamma1, fluorogenic substrate, fluorescence; P19174; inhibition, % at 12.2 µM; actives 0.84% (n = 370,000); AID 720700; in the data active = inhibition above about 9.5%
ADAM10 inh: ADAM10 inhibition, QFRET primary screen. O14672. inhibition, % at 7 µM. actives 0.62% (n = 370,000). recombinant ADAM10, EDANS/DABCYL FRET peptide cleavage, 3 h;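 active = inhibition above a per-campaign cutoff equal to the mean of compounds falling between control-based bounds plus 3 SD, cut at about 20% in these data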;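 also: 0% = DMSO wells while the 100% control is not disclosed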
Tn6 DDE FP: DD(E)-Tn6 binding inhibition, primary FP screen; inhibition, % at 8.3 µM; actives 0.21% (n = 370,000); AID 720509; Fibrin DD(E) TRITC-Tn6 fluorescence polarization displacement;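 active = inhibition above a per-campaign cutoff: mean of compounds within control limits plus 3 SD, cut at about 15% in these data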;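 also: 0% = median of all compound wells on the plate and 100% = blocking peptide control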
ASAP1 GAP inh: blocks human ASAP1-stimulated Arf1 GTP hydrolysis. GDP FP detection. inhibition, % at 16.5 µM. actives 0.19% (n = 360,000). AID 624377; in the data active = inhibition above about 25%;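 also: 0% = vehicle with enzyme and substrate and 100% = no enzyme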
Target sequence (Q9ULH1 325-724 limits assumed): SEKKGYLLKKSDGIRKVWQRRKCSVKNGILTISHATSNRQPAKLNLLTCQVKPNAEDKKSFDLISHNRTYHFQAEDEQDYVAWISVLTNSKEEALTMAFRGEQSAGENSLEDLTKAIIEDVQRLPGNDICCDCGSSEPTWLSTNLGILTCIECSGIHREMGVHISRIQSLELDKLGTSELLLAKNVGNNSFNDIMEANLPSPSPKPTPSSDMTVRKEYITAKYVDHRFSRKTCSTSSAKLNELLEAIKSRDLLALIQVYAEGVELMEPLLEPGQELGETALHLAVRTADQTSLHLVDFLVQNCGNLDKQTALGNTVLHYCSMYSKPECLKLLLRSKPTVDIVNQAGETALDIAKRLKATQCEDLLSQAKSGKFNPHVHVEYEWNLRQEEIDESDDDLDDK
An asterisk follows results filed as active; . = not tested or not shown.

mol	ARFGAP1 inh	Tn7 DDE FP	Tn6 DDE FP	PLC-beta3 inh	ASAP1 GAP inh	ADAM10 inh	TDP2 inh	PLCg1 inh	ADAM17 inh	SIAE primary
CC1COC(Cn2c3ccccc3c3ccccc32)O1 (stereo not drawn)	-6.4	7.1	6.9	-1.6	-4.0	-1.4	-10.6	0.5	0.3	-2.1
O=C(NNC(=O)c1ccc2ccccc2c1)c1cccc(F)c1	-13.5	1.5	-0.2	1.4	9.5	-2.6	1.2	-2.0	-1.9	0.2
CC(=O)Nc1ccc(/C=C(\C#N)C(N)=O)cc1	-4.9	-5.8	3.4	-7.5	5.1	-5.7	15.2	-0.1	-0.5	8.7
Cc1nn(C)cc1S(=O)(=O)N1CCN(c2ccccc2)CC1	14.2	2.8	6.0	-5.9	4.9	-5.2	-7.8	2.3	-1.6	3.7
CC1C(=O)Nc2ccc(S(=O)(=O)N3CCN(c4ccccc4F)CC3)cc2NC1=O (stereo not drawn)	-5.8	-0.4	-5.6	2.8	-0.1	10.1	2.4	6.1	1.8	6.6
CC(NS(=O)(=O)c1ccccc1)C(=O)NCc1ccco1 (stereo not drawn)	-11.9	3.7	3.5	0.2	-5.5	3.6	8.8	-1.4	-1.7	-4.4
O=C(CCCN1C(=O)CCC1=O)Nc1ccc(Br)cc1F	7.1	9.7	4.5	-3.6	12.2	-3.7	-10.2	-3.4	-3.5	1.8
CC1=CC(C)(C)N(C(=O)CSc2nnc(N)s2)c2c(C)cc(C)cc21	-5.3	2.1	-9.6	2.7	-4.6	9.0	-10.4	2.2	3.0	-3.9
O=C(c1ccccc1[N+](=O)[O-])N1N=C(c2ccccc2)CC1(O)C(F)(F)F (stereo not drawn)	-1.6	11.9	9.3	-2.3	-12.7	0.2	-9.1	-0.9	0.2	0.1
O=[N+]([O-])c1ccc(/C=N/Nc2nc(-c3ccccc3)c3cc(Br)ccc3n2)o1	-2.0	-0.6	1.9	2.4	-0.9	-2.3	-1.6	0.3	-0.8	-2.8
CCO[C@H]1OC(C(=O)NCc2nc3ccccc3[nH]2)=C[C@@H](c2csc3ccccc23)[C@@H]1CCCO	11.0	5.2	4.8	2.1	7.5	11.8	-17.2	1.5	12.4*	-6.9
Cc1ccc(S(=O)(=O)NCCCNS(=O)(=O)c2ccccc2)cc1	-1.3	-0.5	7.4	3.2	9.0	-10.2	-14.3	2.7	0.2	-2.3
C=CCn1c(NCc2ccc(OC)cc2)nc2ccccc21	-2.9	2.2	2.2	-1.7	11.2	2.7	-3.4	-2.0	0.1	1.6
COc1ccccc1CNC(=O)CN1c2cccc3cccc(c23)S1(=O)=O	3.8	2.4	8.6	-287.6	0.3	-239.1	4.8	-212.2	-69.3	2.7
FC(F)(F)c1nnc2n1N=C(c1cccs1)CS2	-1.9	1.3	-3.0	-2.6	3.4	-3.1	-0.6	2.6	2.8	-4.7
CC(C)C(=O)N1CCN(c2ccccc2NC(=S)NC(=O)/C=C/c2ccco2)CC1	-3.9	1.6	3.9	-2.9	-1.5	-11.5	-2.1	-4.7	0.7	3.9
Cc1nnc(SCC(=O)Nc2sc3c(c2C#N)CCCCC3)n1N	-1.5	1.6	2.3	-2.0	-3.9	3.9	3.4	-3.0	-1.7	-1.6
O=C(NC1CCCCCC1)c1ccc(-n2cnnc2)cc1	-4.2	1.2	7.2	-8.4	-4.0	5.1	13.3	-3.4	-1.3	5.0
CC(C)N1CCCC(CNC(=O)CCc2nnc(CCCCc3ccccc3)o2)C1 (stereo not drawn)	3.4	-1.7	-1.1	-1.1	3.2	-9.8	2.0	1.8	-3.5	4.1
CC(C)c1ccc(NC(=O)COC(=O)c2nn(C)c(=O)c3ccccc23)cc1	-1.3	1.3	5.9	-3.7	-1.4	-6.9	2.8	-1.5	0.8	-3.8
CCc1nnc(NC(=O)c2ccc(COc3ccccc3)o2)s1	12.3	-5.8	-0.6	-1.9	-7.0	-1.9	-3.8	-0.3	-5.6	7.4
COc1ccc(NC(=O)C2Cc3c(-c4cccc(F)c4)ccnc3O2)cn1 (stereo not drawn)	15.1	-3.9	3.2	1.1	-6.2	-0.5	-4.8	1.0	-3.6	-2.0
CC(=O)N(C)c1cc([N+](=O)[O-])ccc1OCc1ccccc1	4.7	6.8	-2.0	4.3	-12.5	-6.5	-1.1	2.6	-8.1	3.0
O=C(Nc1cccn(Cc2ccc(F)cc2)c1=O)NC1CCCCC1	8.4	2.8	6.1	-10.5	4.0	-72.5	-8.3	-7.0	-18.1	-1.7
CSc1ccccc1OCc1cc(C(=O)N(C)CC2COCCO2)no1 (stereo not drawn)	2.0	5.5	-7.2	-6.8	-2.6	-4.0	8.2	0.4	-2.2	6.9
C=CCN(CC=C)C(=O)COC(=O)c1n[nH]c2ccccc12	-15.1	7.3	1.3	-0.4	-10.2	2.7	-11.3	0.5	-2.8	0.9
Cc1cccc(N2CCN(C(=O)NCc3ccc(Cl)cc3)CC2)c1	7.2	2.1	-5.1	2.3	4.7	9.7	7.1	1.9	-0.9	-0.1
Cc1ccc(C2=Nn3c(COc4ccc(Cl)cc4)nnc3SC2CC(=O)O)cc1 (stereo not drawn)	-16.9	-1.0	2.5	-5.6	2.9	11.4	-3.7	4.1	-2.1	2.6
O=C(O)c1cccc(Cn2c(Cl)c(/C=N/NC(=O)c3cc4ccccc4cc3O)sc2=O)c1	-0.2	10.4	-2.4	-51.4	-4.5	2.4	14.9	-28.6	-0.8	-32.2
Cc1ccc(/C=C(\NC(=O)c2ccccc2)C(=O)N2CCCC2C(=O)O)cc1 (stereo not drawn)	-1.1	-0.2	2.2	-6.0	3.4	2.6	2.1	4.5	-0.3	-2.1
CC(C)C1=CC(=Nc2ccc(S(N)(=O)=O)cc2)C=C(C(C)C)C1=O	6.5	4.4	3.0	-10.6	-4.0	4.7	-17.8	-2.8	-1.2	4.6
CCOC(CNC(=O)c1cc2c(=O)n(CC)c3ccccc3c2s1)OCC	8.7	2.3	7.5	-18.1	-0.7	-123.3	-0.3	-10.6	-48.2	-1.3
Cc1cccc(C(=O)NCC(=O)N2CCN(S(=O)(=O)c3cc(C)ccc3C)CC2)c1	4.0	1.3	1.1	-0.8	5.8	-0.2	2.6	-0.9	-2.6	1.8
O=C(Nc1cccc2ccccc12)c1cnccn1	14.2	0.0	1.0	-1.7	-7.3	-4.1	9.2	-0.8	-5.9	2.0
Cc1cc(C)n(CC(O)COCc2ccco2)n1 (stereo not drawn)	7.2	5.1	4.8	1.8	-4.0	-1.8	1.8	7.6	-5.8	-2.9
c1ccc(OCCNc2ccn3nc(-c4ccc(OCCN5CCOCC5)cc4)cc3n2)cc1	18.3	-3.1	-4.0	-69.7	22.4	-79.2	6.4	-50.3	-24.4	-18.0
O=C(CSc1nnc2ccccn12)Nc1ccccc1[N+](=O)[O-]	3.3	6.0	4.1	1.1	8.0	-1.1	2.5	0.9	-2.1	4.7
COc1ccc(N2CCN(S(=O)(=O)c3cc4c5c(c3)C(C)C(=O)N5CCC4)CC2)cc1 (stereo not drawn)	12.0	-6.7	-6.8	-0.7	9.3	8.3	-12.8	5.2	2.5	-6.6
C/C(CC(=O)NC(C)(C)C)=N\NC(=O)c1ccco1	9.4	-1.2	-5.1	5.2	12.1	6.2	-15.7	4.3	2.9	2.0
CCOC(=O)c1cnc(SCc2ccccc2)nc1N	4.1	0.7	-5.2	0.6	5.5	-2.5	3.9	-0.1	2.0	-6.8
COc1ccc(NC(=O)CN2C(=O)c3ccccc3S2(=O)=O)cc1OC	-7.8	7.6	-2.6	-1.7	4.6	0.5	-9.0	1.2	-0.9	-0.2
Cc1ccc(C(=O)N[C@H](C(=O)Nc2cc(Cl)cc(Cl)c2)C(C)C)cc1	-2.6	-1.9	-9.5	3.5	1.8	-1.5	-3.3	4.3	2.1	-0.8
COc1ccc(N(CC(=O)N2CCc3ccccc3C2)S(=O)(=O)c2ccccc2)cc1	-17.2	2.1	-3.3	1.8	10.7	-4.6	-3.9	-0.4	-0.7	-3.9
CCOc1ccc(NC(=O)CSc2nc3ccsc3c(=O)n2Cc2ccc(C(=O)O)cc2)cc1	-0.8	-1.0	-4.9	2.4	-9.9	-6.3	-3.9	0.7	0.8	-2.8
O=C(Cc1ccccc1)Nc1ccccc1Sc1ccccc1	19.8	1.6	1.5	-0.9	-5.6	6.1	1.6	-1.5	0.2	-11.5
Nc1nnc(SCC(=O)NC2CCCc3ccccc32)s1 (stereo not drawn)	8.8	4.2	4.8	-1.7	-3.3	10.5	-7.9	2.5	-1.0	-3.6
COc1ccccc1N1CCN(C2CCC(C)CC2)CC1 (stereo not drawn)	7.7	1.3	-6.3	-8.0	-6.7	-6.4	-3.7	1.1	-2.1	-2.5
COc1ccc(C2N(c3ccc(Cl)cc3)N=C(C(C)=O)N(C)N2C(C)=O)cc1 (stereo not drawn)	10.5	-5.2	-7.3	-8.7	-8.2	10.6	-3.5	-1.3	7.2	5.9

Individual results from the entries so far.
In ADAM17 inh, `COc1ccc(N(CC(=O)N2CCc3ccccc3C2)S(=O)(=O)c2ccccc2)cc1` reads -0.7
In ASAP1 GAP inh, `CCOc1ccc(NC(=O)CSc2nc3ccsc3c(=O)n2Cc2ccc(C(=O)O)cc2)cc1` reads -9.9
In PLCg1 inh, `O=C(CSc1nnc2ccccn12)Nc1ccccc1[N+](=O)[O-]` reads 0.9

Continuation.
mol	ARFGAP1 inh	Tn7 DDE FP	Tn6 DDE FP	PLC-beta3 inh	ASAP1 GAP inh	ADAM10 inh	TDP2 inh	PLCg1 inh	ADAM17 inh	SIAE primary
CC(=NNC(=S)N1CCN(c2ccccn2)CC1)c1ccccn1	-6.9	5.9	3.2	-13.0	-4.2	-19.6	7.5	-2.8	-6.2	4.2
COc1ccc(CN2CCC(CNC(=O)Nc3ccccc3)CC2)cc1	.	-5.2	9.0	2.3	.	2.1	10.1	3.5	0.8	7.4
COc1ccc(S(=O)(=O)N2CCN(c3cccc(C)c3C)CC2)cc1	-6.9	0.2	-10.0	1.9	-2.6	10.3	-0.1	1.3	3.1	-7.9
COc1ccc(C(=O)OC(C)CN2CCN(C)CC2)cc1 (stereo not drawn)	-5.8	2.2	-0.2	0.2	5.7	0.9	-6.8	0.4	1.8	-3.1
